MBD2 DNA inh: inhibitors of MBD2 binding to methylated DNA, primary screen, biochemical, TR-FRET, DNA-binding domain, human. Methyl-CpG-binding domain protein 2 (Homo sapiens), Q9UBB5. MBD2 binding to methylated oligonucleotide. inhibition, % at 4.4 µM. actives 0.31% (n = 370,000). AID 686964, 2013; in the data active = inhibition above about 13%
Target sequence (Q9UBB5 whole entry, looked up, the tested form may be a part): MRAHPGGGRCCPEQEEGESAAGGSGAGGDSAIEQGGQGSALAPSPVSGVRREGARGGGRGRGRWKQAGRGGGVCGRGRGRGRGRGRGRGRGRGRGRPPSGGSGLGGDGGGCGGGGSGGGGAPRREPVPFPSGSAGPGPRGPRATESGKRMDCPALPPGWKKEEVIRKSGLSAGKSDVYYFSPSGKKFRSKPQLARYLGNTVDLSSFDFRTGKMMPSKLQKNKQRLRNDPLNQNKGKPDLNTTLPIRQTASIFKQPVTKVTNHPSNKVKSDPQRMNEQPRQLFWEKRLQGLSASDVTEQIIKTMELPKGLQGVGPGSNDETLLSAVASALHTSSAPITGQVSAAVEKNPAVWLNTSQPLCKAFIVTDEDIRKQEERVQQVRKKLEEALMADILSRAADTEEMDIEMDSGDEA
GC-A act: GC-A stimulated cGMP production enhancers – HEK293 GC-A cells, cGMP TR-FRET, EC30 ANP, primary screen; activation, % at 10 µM; 0% at EC30 ANP, 100% saturating ANP; actives 0.14% (n = 370,000); AID 1671463, 2021; Atrial natriuretic peptide receptor 1 (Homo sapiens), P16066; in the data active = activation above about 40%
PRMT1 inh: PRMT1 methyltransferase inhibitors, primary screen, biochemical, fluorescence polarization; Protein arginine N-methyltransferase 1 (Homo sapiens), Q99873; inhibition, % at 2.79 µM; AID 652257, 2013; recombinant PRMT1, activity-based probe fluorescence polarization; actives 1.3% (n = 370,000);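 active = inhibition above about 21% made by adding two undisclosed values, limit read from the data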
Target sequence (Q99873 whole entry, looked up): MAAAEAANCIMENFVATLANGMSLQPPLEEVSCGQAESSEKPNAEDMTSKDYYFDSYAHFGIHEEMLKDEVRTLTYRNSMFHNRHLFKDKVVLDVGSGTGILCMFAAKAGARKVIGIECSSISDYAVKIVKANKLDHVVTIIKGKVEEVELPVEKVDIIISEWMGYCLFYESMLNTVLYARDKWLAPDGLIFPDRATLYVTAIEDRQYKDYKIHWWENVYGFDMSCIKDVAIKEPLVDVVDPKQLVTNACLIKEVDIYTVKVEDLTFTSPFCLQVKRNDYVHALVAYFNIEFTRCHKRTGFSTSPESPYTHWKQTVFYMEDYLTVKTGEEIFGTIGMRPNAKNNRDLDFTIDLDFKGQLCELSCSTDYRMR
HTRA1 inh: HTRA1 serine protease inhibitors, primary screen, biochemical, fluorescence polarization, HTS; actives 0.5% (n = 340,000); inhibition, % at 5.96 µM; recombinant HTRA1, FP-rhodamine activity-based probe; Q92743; in the data active = inhibition above about 36%;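 note: 0% = enzyme with DMSO and 100% = wells lacking enzyme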
rCAG binder: binders of r(CAG) RNA repeats, primary screen, biochemical, fluorescence; r(CAG) RNA repeat, TO-PRO-1 dye displacement fluorescence; inhibition, % at 3 µM; actives 1.3% (n = 370,000); AID 651821, 2012;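 active = inhibition above the plate cutoff, the mean of all test compounds on that plate plus 3 SD, cut at about 35% in these data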;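 note: 0% = DMSO alone and 100% = 100 µM mitoxantrone as full dye displacement; higher means more dye released from RNA so lower well fluorescence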
SIAE inh: human SIAE inhibitors, primary screen, biochemical, fluorescence polarization, FP-Rh probe, 1536-well HTS; Sialate O-acetylesterase (Homo sapiens), Q9HAT2; SIAE FP-Rh probe binding; inhibition, % at 9.66 µM; actives 0.69% (n = 370,000); AID 1053197, 2014;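 active = inhibition above a cutoff: mean of compounds within the control limits plus 3 SD of those, cut at about 17% in these data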;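 note: 0% = plate median of compound wells and 100% = probe without SIAE protein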
UHRF1 MBD2 ctr: UHRF1 methylated DNA binding inhibitors, primary screen, counter-screen for MBD2 inhibitor project, biochemical, TR-FRET, human UHRF1, single concentration; UHRF1 binding to methylated oligo; inhibition, % at 4.4 µM; actives 0.75% (n = 370,000); in the data active = inhibition above about 21%;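 note: UHRF1 SRA domain binding a hemimethylated CpG hairpin DNA probe; 0% = median of test compound wells and 100% = reference inhibitor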
TCR-CD3 inh: inhibitors of human TCR-CD3 interaction, primary screen, biochemical, fluorescence, TAMRA-labeled TCR probe | actives 0.37% (n = 360,000) | T-cell receptor (TCR) | AID 651800, 2012 | inhibition, % at 9.4 µM; in the data active = inhibition above about 19%;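 note: recombinant mutant TCR 2C K166C tagged with TAMRA read by polarization; 0% = receptor in buffer alone and 100% = receptor with positive control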
NPR2 activator: human GC-B receptor activators, primary screen, HEK293 GC-B cells, cGMP TR-FRET, EC30 CNP. activation, % at 10 µM. 0% at EC30 CNP, 100% saturating CNP. actives 0.11% (n = 370,000);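 active = activation at 10 µM reaching about 35% in either raw or pattern-adjusted values, limit read from the data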
mABHD4 FP: ABHD4 inhibitors, primary screen, biochemical, fluorescence polarization, mouse. (Lyso)-N-acylphosphatidylethanolamine lipase (Mus musculus), Q8VD66. purified mABHD4, FP-Rh probe fluorescence polarization. inhibition, % at 8.92 µM. actives 0.54% (n = 370,000). AID 720543, 2013;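 active = inhibition exceeding the mean over every tested compound plus 3 SD, cut at about 30% in these data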;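 note: 0% = plate median of compound wells and 100% = S159A mutant with DMSO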
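Test system: mABHD4 protein | Buffer or medium: HEPES pH 7.0 buffer, 150 mM NaCl, 0.01% Pluronic F-127 | Probe or stimulus: FP-Rh fluorescent activity-based probe, added after compound pre-incubation | Timing: Pre-incubation 45 min, probe exposure 60 min, at 25 °C | Technique: Fluorescence polarization, excitation 525 nm, emission 598 nm, BODIPY TMR filters | Repeats: Single well per compound (singlicate)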
Active calls of the source: *; / = not tested or not shown. Only part of the results is shown; rates above refer to the full screens.

cpd	Structure	MBD2 DNA inh	GC-A act	PRMT1 inh	HTRA1 inh	rCAG binder
1	CC(C)(C)c1ccc(N2C(=O)CC(c3ccccc3)C2=O)cc1 (centres undefined)	1.9	3.6	-0.5	3.4	-5.0
2	COC(=O)[C@@]12C[C@@H](CC(=O)N3CCOCC3)C(=O)N(CCc3ccc(OC)c(OC)c3)C1=CCC(C)(C)C2	2.9	3.2	-1.5	/	-2.8
3	CCCCNC(=O)O[C@H]1C[C@@H]2CCN3C(=O)CCC[C@H]([C@H]1CC)[C@H]23	-2.2	4.0	-2.4	4.3	-7.1
4	O=C1Cc2ccccc2C(=O)N1Cc1cccc(Cl)c1	-2.3	0.8	-3.9	-13.8	10.4
5	CC(C)c1ccc(OCCCN2CCCC2)cc1	2.7	2.2	-0.4	-0.2	1.5
6	COc1ccc(C2NC(=S)N(Cc3ccc(Cl)cc3)C(C)=C2C(C)=O)cc1 (centres undefined)	-2.8	-10.8	-6.0	/	6.1
7	Cn1c(=O)c2cc(S(=O)(=O)N3CCN(CCO)CC3)ccc2n(C)c1=O	-2.5	3.9	-5.2	/	-0.4
8	Cc1nn(C)c(C(=O)N2CCN(C(=O)c3ccco3)CC2)c1[N+](=O)[O-]	-4.3	1.8	0.9	11.1	5.5
9	CN(C)CCCNC(=O)C(=O)NCC1OCCN1S(=O)(=O)c1cccs1 (centres undefined)	1.2	0.7	-1.6	-0.2	-2.1
10	N/C(=N\C(=S)Nc1ccc2c(c1)OCO2)c1ccccc1	-2.2	-2.0	2.6	/	4.8
11	COc1cccc(/C=C2/SC(=S)N(CC(=O)Nc3nnc(C)s3)C2=O)c1	-0.7	3.7	10.3	-1.7	8.3
12	CCCOc1c(OC)cccc1C1CC(=O)Nc2cc3c(cc21)OCO3 (centres undefined)	0.6	-11.5	-2.6	-8.9	-5.8

cpd	SIAE inh	UHRF1 MBD2 ctr	TCR-CD3 inh	NPR2 activator	mABHD4 FP
1	-4.1	-0.6	1.4	0.4	0.5
2	1.8	-3.6	4.0	0.9	-2.8
3	3.1	0.8	10.9	-5.2	-2.8
4	3.3	-1.9	-2.7	-1.6	1.6
5	6.2	2.1	7.0	-1.3	13.4
6	-1.2	-4.1	3.8	-13.4	-6.6
7	-2.2	-1.7	/	-6.4	2.5
8	9.4	-0.8	0.9	1.2	-3.4
9	0.0	-1.3	1.7	7.0	5.2
10	3.7	0.3	-5.1	1.4	-0.2
11	7.3	4.5	-4.6	0.8	0.7
12	-1.7	0.3	5.0	-11.1	1.1

The list continues:
cpd	Structure	MBD2 DNA inh	GC-A act	PRMT1 inh	HTRA1 inh	rCAG binder
13	C/C(=N\NC(=O)COc1cccc(Br)c1)c1ccc2c(c1)OCCO2	-0.6	1.8	0.5	1.7	3.0
14	CCCOC(=O)c1ccc(OCC(O)CN2CCN(C(=O)c3ccccc3)CC2)cc1 (centres undefined)	-2.5	0.3	-2.3	0.0	-7.8
15	O=C(O)CC(CC(=O)Nc1ccc2ccccc2n1)c1ccccc1 (centres undefined)	2.1	1.3	-3.3	0.0	-0.1
16	O=C(Nc1ccccc1)Nc1sccc1-c1nc2ccccc2s1	-5.6	-0.2	0.8	/	28.3
17	CCCc1nc(C)c(-c2ccc(OC)c(OC)c2)c(=O)[nH]1	-3.2	4.4	-1.4	5.1	-2.4
18	NS(=O)(=O)c1ccc(NC(=O)COC(=O)c2ccc(Cl)cc2[N+](=O)[O-])cc1	1.0	-5.1	-2.0	-0.2	5.3
19	CCCc1cc2c(cc1NC(=O)c1ccc(C)cc1)OCO2	4.4	-1.5	-1.7	-1.8	-2.7
20	COc1ccc(N2CCN(C(c3cccs3)C(C)NC(=O)C(=O)N3CCCCC3)CC2)cc1 (centres undefined)	-4.1	1.6	1.8	5.5	-7.7
21	COc1ccc(-c2cccc(C3CC=CC4C3C(=O)N(Cc3ccccc3)C4c3ccc(OC)c(Cl)c3)c2)cc1 (centres undefined)	-4.7	-1.5	-3.2	-37.5	5.9
22	C=Cc1ccc(Cn2c(=O)n(C)c(=O)c3sccc32)cc1	0.8	4.1	2.8	-11.2	-3.7
23	NS(=O)(=O)c1ccc(NC(=O)/C=C/c2ccccc2[N+](=O)[O-])cc1	-5.8	-6.3	-0.4	-3.7	8.8
24	COc1ccc(-n2cnc3c(N)nc(N)nc32)cc1	1.5	0.6	0.3	3.0	1.6

cpd	SIAE inh	UHRF1 MBD2 ctr	TCR-CD3 inh	NPR2 activator	mABHD4 FP
13	-6.8	-0.5	-4.6	6.2	5.7
14	8.5	0.4	-2.3	1.5	6.0
15	0.0	2.5	-3.1	-4.1	11.6
16	-10.1	-6.0	-6.7	0.6	-11.3
17	2.0	2.2	-2.4	-2.8	-1.4
18	1.8	-3.6	6.9	-6.2	-2.8
19	-2.7	-2.0	-0.6	-0.4	2.4
20	11.1	-0.8	0.4	-0.8	1.7
21	-6.2	-3.9	10.3	4.8	-6.2
22	-6.0	0.3	-6.0	5.0	-1.3
23	-5.5	-1.9	8.0	-6.5	-3.5
24	-2.7	0.5	-5.6	0.1	-0.6

Nos. 16–23, quoted:
cpd	Structure	MBD2 DNA inh	GC-A act	PRMT1 inh	HTRA1 inh	rCAG binder
16	O=C(Nc1ccccc1)Nc1sccc1-c1nc2ccccc2s1	-5.6	-0.2	0.8	/	28.3
17	CCCc1nc(C)c(-c2ccc(OC)c(OC)c2)c(=O)[nH]1	-3.2	4.4	-1.4	5.1	-2.4
18	NS(=O)(=O)c1ccc(NC(=O)COC(=O)c2ccc(Cl)cc2[N+](=O)[O-])cc1	1.0	-5.1	-2.0	-0.2	5.3
19	CCCc1cc2c(cc1NC(=O)c1ccc(C)cc1)OCO2	4.4	-1.5	-1.7	-1.8	-2.7
20	COc1ccc(N2CCN(C(c3cccs3)C(C)NC(=O)C(=O)N3CCCCC3)CC2)cc1 (centres undefined)	-4.1	1.6	1.8	5.5	-7.7
21	COc1ccc(-c2cccc(C3CC=CC4C3C(=O)N(Cc3ccccc3)C4c3ccc(OC)c(Cl)c3)c2)cc1 (centres undefined)	-4.7	-1.5	-3.2	-37.5	5.9
22	C=Cc1ccc(Cn2c(=O)n(C)c(=O)c3sccc32)cc1	0.8	4.1	2.8	-11.2	-3.7
23	NS(=O)(=O)c1ccc(NC(=O)/C=C/c2ccccc2[N+](=O)[O-])cc1	-5.8	-6.3	-0.4	-3.7	8.8

cpd	SIAE inh	UHRF1 MBD2 ctr	TCR-CD3 inh	NPR2 activator	mABHD4 FP
16	-10.1	-6.0	-6.7	0.6	-11.3
17	2.0	2.2	-2.4	-2.8	-1.4
18	1.8	-3.6	6.9	-6.2	-2.8
19	-2.7	-2.0	-0.6	-0.4	2.4
20	11.1	-0.8	0.4	-0.8	1.7
21	-6.2	-3.9	10.3	4.8	-6.2
22	-6.0	0.3	-6.0	5.0	-1.3
23	-5.5	-1.9	8.0	-6.5	-3.5
